APP 5'UTR act = activators of APP 5'UTR luciferase reporter, primary screen, SH-SY5Y cells; AID 1276, 2008; SH-SY5Y APP 5'UTR luciferase reporter, luminescence; zero percent = DMSO vehicle wells; activation, % at 2 µM; 190,000 tested, 1% active;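 active means activation above a set limit, based on mean plus 3 SD of controls, cut at about 140% in these data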; further: values of inactives mirror those of a sister screen read the other way
TLR4 MyD88 comp = inhibitors of TLR4-MyD88 association in cells, primary screen, cell-based, HeLa CL3-4, BLA complementation, FRET ratio | Toll-like receptor 4 (Homo sapiens) + Myeloid differentiation primary response protein … | HeLa CL3-4 TLR4/MyD88 BLA complementation | inhibition, % at 8.4 µM | 200,000 tested, 0.18% active; in the data active means inhibition above about 25%;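 further: 0% = vehicle and 100% = reference inhibitor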
Target sequence (O00206 whole entry, looked up): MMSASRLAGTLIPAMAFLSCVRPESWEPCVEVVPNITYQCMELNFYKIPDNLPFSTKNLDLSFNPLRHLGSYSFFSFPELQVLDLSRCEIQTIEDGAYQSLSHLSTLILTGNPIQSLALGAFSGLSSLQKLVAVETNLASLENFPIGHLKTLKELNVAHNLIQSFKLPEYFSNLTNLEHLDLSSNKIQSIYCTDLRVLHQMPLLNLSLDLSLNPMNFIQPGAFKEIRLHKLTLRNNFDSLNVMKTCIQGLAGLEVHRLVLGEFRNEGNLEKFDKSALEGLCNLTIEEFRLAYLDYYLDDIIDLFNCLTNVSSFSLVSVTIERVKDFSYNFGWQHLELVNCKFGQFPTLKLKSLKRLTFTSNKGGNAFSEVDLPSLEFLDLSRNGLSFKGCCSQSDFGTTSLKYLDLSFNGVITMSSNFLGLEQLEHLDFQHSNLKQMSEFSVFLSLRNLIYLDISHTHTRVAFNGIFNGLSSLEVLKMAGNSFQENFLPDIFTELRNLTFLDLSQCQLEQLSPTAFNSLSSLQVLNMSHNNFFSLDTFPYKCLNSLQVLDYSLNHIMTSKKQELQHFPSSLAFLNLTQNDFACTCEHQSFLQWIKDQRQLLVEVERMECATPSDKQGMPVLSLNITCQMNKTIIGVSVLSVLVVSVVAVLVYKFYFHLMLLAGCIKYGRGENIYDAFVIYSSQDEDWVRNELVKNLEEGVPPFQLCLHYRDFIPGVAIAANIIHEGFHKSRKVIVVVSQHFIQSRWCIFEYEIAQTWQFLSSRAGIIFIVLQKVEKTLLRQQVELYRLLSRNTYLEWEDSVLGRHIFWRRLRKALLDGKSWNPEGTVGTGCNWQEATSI
Target sequence (Q99836 whole entry, looked up): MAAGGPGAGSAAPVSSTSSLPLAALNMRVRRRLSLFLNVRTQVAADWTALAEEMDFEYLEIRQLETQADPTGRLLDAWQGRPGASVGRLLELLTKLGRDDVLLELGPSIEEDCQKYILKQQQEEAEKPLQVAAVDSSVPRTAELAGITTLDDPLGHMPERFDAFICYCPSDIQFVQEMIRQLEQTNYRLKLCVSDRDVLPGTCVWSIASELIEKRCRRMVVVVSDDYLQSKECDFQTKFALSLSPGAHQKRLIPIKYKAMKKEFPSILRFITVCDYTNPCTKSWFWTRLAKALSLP
Diaphorase inh = diaphorase inhibitors and chemical oxidizers, primary screen, counter-screen for diaphorase-coupled primary assays, biochemical, uHTS, resorufin fluorescence. diaphorase resazurin-to-resorufin fluorescence, NADH, 16 min; bacterial (C. kluyveri) enzyme, not human. inhibition, % at 20 µM. 190,000 tested, 0.69% active;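 active means primary screen inhibition at 20 µM above a set limit, cut at about 50% in these data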;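 further: plate controls were DMSO with full reaction for no effect and wells lacking NADH for full effect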
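Test system: bacterial diaphorase enzyme (C. kluyveri); Quantity: 0.14 U/mL diaphorase, enzyme working solution; Times: reaction incubation of 16 min at room temperature; Measured by: fluorescence of resorufin formed from resazurin, Ex 544/Em 590 nm; Benchmarks: positive control minus NADH, DMSO neutral control.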
NF-kB expr up = activators of NF-kB expression in neurons, primary screen, cell-based, HTS; AID 1239, 2008; human neuronal cells, NF-kB reporter expression; hits give high values; fold change at 12.5 µM; 190,000 tested, 1.6% active; in the data active means fold change above about 3.3
FLuc inhib CS = firefly luciferase enzyme inhibitors, primary screen, artefact control for luciferase-based inhibitor screens, biochemical, luminescence, ATPLite; 10 min; 200,000 tested, 1.5% active; Luciferin 4-monooxygenase (Photinus pyralis), P08659; inhibition, % at 10 µM;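 active means inhibition above about 50% when tested at 10 µM, limit read from the data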
G6PDH CS = L. mesenteroides G6PDH inhibitors, counter-screen for G6PDH-coupled screening assays, biochemical, Leuconostoc mesenteroides enzyme; Purified L. mesenteroides G6PDH, diaphorase/resazurin coupled fluorescence, 45 min; 200,000 tested, 0.12% active; inhibition, % at 5 µM; in the data active means inhibition above about 50%
STAT1 activator = STAT1 signaling activators, primary screen, cell-based, HTS, luciferase reporter. 200,000 tested, 2.6% active. NIH 3T3 STAT1-luciferase reporter, IFN-gamma, luminescence; 100% = IFN-gamma alone, no compound. activation (% of control), % at 5.5 µM;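 active means activation above the screen-wide mean activation plus 3 SD, cut at about 130% in these data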;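 further: raw ratio to IFN-gamma control signal so 100% means no change and 0% no light; values of inactives mirror those of a sister screen read the other way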
Diaphorase act = compounds boosting diaphorase resazurin reduction – biochemical, uHTS, resorufin fluorescence, counter-screen for diaphorase-coupled primary assays, primary screen. activation factor at 20 µM. 190,000 tested, 0.005% active. Diaphorase/resazurin coupled assay, 16 min; hits give high values; 1 = vehicle wells, 0 = NADH-free wells;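 active means diaphorase activity raised at least twofold by the compound at 20 µM; inactive means activation factor below 2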
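Material: purified diaphorase enzyme from Clostridium kluyveri / Medium: HEPES pH 7.4 buffer with MgCl2 and Tween 20 / Schedule: enzyme reaction of 16 min at room temperature / Measured by: resorufin fluorescence, excitation 544 nm, emission 590 nm / Evaluation: rise in resorufin formation, marking diaphorase activation or chemical reduction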
APP transl inh = inhibitors of APP translation via 5'UTR reporter, primary screen, APP 5'UTR luciferase, SH-SY5Y cells. AID 1285, 2008. 190,000 tested, 0.82% active. SH-SY5Y APP 5'UTR-luciferase reporter, luminescence. inhibition, % at 2 µM;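 active means inhibition above a set limit, derived from the sample mean plus 3 SD, cut at about 45% in these data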; further: values of inactives mirror those of a sister screen read the other way
FLuc act counter = FLuc activators, initial screening, artefact control for FLuc-dependent activation tests, biochemical, ATPlite luminescence | AID 1027, 2008 | activation factor at 10 µM | 200,000 tested, under 10 active | ATPlite luciferase biochemical, 10 min; 0 = ATP-free wells, 1 = DMSO control;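 active means luciferase activation factor, scaled between plate controls, of at least 2 with compound at 10 µM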
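Material: Luciferase/luciferin reagent mix | Doses: Test compounds dosed from 2 mM stocks in 100% DMSO | Timing: 10 min incubation after luciferase reagent addition, room temperature | Measured by: Luminescence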
The depositor's hits bear a star; . = no result given.

nr	Structure	APP 5'UTR act	TLR4 MyD88 comp	Diaphorase inh	NF-kB expr up	FLuc inhib CS	G6PDH CS	STAT1 activator	Diaphorase act	APP transl inh	FLuc act counter
1	COc1ccc(C(=O)Nc2ncc3c(n2)-c2ccccc2CC3)cc1	.	9	10	0.94	0	4	102	0.9	.	1
2	Cc1cc(C(=O)OCC(=O)Nc2ccc(F)cc2F)c(C)o1	7	3	12	1.2	-3	3	97	0.9	-8	1
3	CN(C)CCCN1C(=O)c2oc3ccc(Cl)cc3c(=O)c2C1c1cccnc1 (stereo unspecified)	4	-22	6	1.1	-2	4	104	0.9	-4	1
4	O=C(c1ccc2c(c1)N(Cc1ccc(F)cc1)C(=O)CS2)N1CCOCC1	13	-10	-3	1.1	-6	9	95	1	-13	1.1
5	CCOC(=O)NN1C(=O)c2ccccc2NC1(C)C	-14	8	11	2.2	-5	-1	90	0.9	14	1.1
6	Cc1ncc(S(=O)(=O)c2ccccc2)c(-c2ccccc2Cl)n1	16	6	0	1.1	0	6	101	1	-16	1
7	CCOc1ccc(/C(O)=C2/C(=O)C(=O)N(CCOCCO)C2c2ccccc2)cc1 (stereo unspecified)	28	-6	18	1.1	0	1	97	0.8	-28	1
8	CCOc1ccc(Cn2nnc(C(=O)NCc3ccc(OC)cc3)c2N)cc1	9	1	6	0.98	-5	-20	106	0.9	-9	1
9	O=C1CCN(N=Nc2cccc(Cl)c2)N1	9	1	2	1	-7	0	101	1	-9	1.1
10	Cn1ncc([N+](=O)[O-])c1C(=O)N/N=C/c1cccc([N+](=O)[O-])c1	-4	8	-6	0.96	0	15	105	1.1	4	1
11	O=S(=O)(c1ccc(Cl)cc1)N1CCN(c2ncccn2)CC1	16	-6	9	.	-8	9	96	0.9	-16	1.1
12	CCn1cc(Cl)c(C(=O)N2N=C3/C(=C/c4cccs4)CCCC3C2c2cccs2)n1 (stereo unspecified)	18	-3	15	0.78	-9	9	87	0.9	-18	1.1
13	CC1CCCC(NC(=O)CSc2nnnn2C)C1C (stereo unspecified)	7	14	10	1	-2	5	101	0.9	-7	1
14	Cc1cccc(NC(NC(=O)c2ccccn2)C(Cl)(Cl)Cl)c1 (stereo unspecified)	13	-8	11	1.3	2	17	101	0.9	-13	1
15	COc1ccc(-n2c(Cc3cccn3C)nnc2SCC(=O)Nc2ccc(F)cc2)cc1	7	9	4	0.73	3	17	90	1	-7	1
16	Cc1cc(C)n(-c2nc(NCc3cccnc3)c3c4c(sc3n2)COC(C)(C)C4)n1	-1	4	43	0.44	4	9	106	0.6	1	1
17	O=C(CCSc1ccccc1)NCc1cccnc1	-10	-2	7	1.1	-7	5	98	0.9	10	1.1
18	Fc1ccc(Br)cc1/C=N/n1cnnc1	-17	3	24	0.94	-8	1	106	0.8	17	1.1
19	Cc1cccc(C(=O)NNC(=O)c2ccccc2)c1	6	-8	15	1.4	0	-1	109	0.8	-6	1
20	CN(C)S(=O)(=O)c1cccc(NC(=S)N/N=C/C(=O)c2ccccc2)c1	19	-6	4	1.5	-5	-7	101	1	-19	1
21	CN(c1ccc(F)cc1)S(=O)(=O)c1ccc2[nH]cc(C(=O)O)c(=O)c2c1	17	-6	20	0.97	-4	7	101	0.8	-16	1
22	Cc1cccc(N2CCN(C(=O)C(C)C)CC2)c1C	24	-9	7	1.1	-10	2	95	0.9	-24	1.1
23	COc1cccc(/C=N/n2cnnc2)c1OCc1ccccc1	10	-1	9	0.91	-5	1	88	0.9	-10	1
24	O=C1Cc2ccccc2Sc2ccc(O)cc21	-18	-2	19	0.96	-4	3	98	0.8	18	1
25	CCOc1ncccc1C(=O)OCC(=O)c1cc(OC)ccc1OC	8	-5	15	1	-7	-2	106	0.9	-8	1.1
26	CCOc1ccc(NC(=S)NCCCN2CCN(C3CCCCC3)CC2)cc1	14	0	-1	1.1	-3	9	94	1	-14	1
27	CCOc1ccc(-c2cc(C(=O)NN)[nH]n2)cc1	18	-4	11	1.2	7	7	127	0.9	-18	0.9
28	CC(C)NC(=O)c1ccccc1NC(=O)CCS(=O)(=O)Cc1ccccc1	6	-4	9	1.2	-2	-16	92	0.9	-6	1
29	CC(C)NS(=O)(=O)c1ccc(OCC(=O)NCc2ccc3c(c2)OCO3)c(Cl)c1	-8	-4	16	1.1	-3	2	101	0.8	8	1
30	CCn1c(COc2ccccc2Cl)nnc1SCC(=O)Nc1ncccc1C	5	-10	2	1.1	-6	-12	104	1	-5	1.1
31	Cc1ccc(N2CCN(/N=C/c3c(C)nn(-c4ccccc4)c3Cl)CC2)cc1	22	-1	15	1	-6	-3	93	0.9	-22	1.1
32	O=C(COC(=O)c1ccccc1NS(=O)(=O)c1cc([N+](=O)[O-])ccc1Cl)c1ccccc1	-1	0	9	0.91	-3	18	101	0.9	1	1
33	COc1ccc(C=O)cc1Cn1cnc2c(cnn2C)c1=O	-12	-12	-4	1.1	4	2	96	1	12	1
34	COc1cc(C#N)ccc1OCC(=O)c1ccc2c(c1)OCCO2	23	1	15	1	1	3	100	0.9	-24	1
35	c1ccc2c(NCC3CCCO3)nc(N3CCCCC3)nc2c1 (stereo unspecified)	2	5	.	1.2	-6	11	99	.	-2	1.1
36	O=C1CC(=C2c3ccccc3-c3ccccc32)C(=O)N1CCN1CCN(c2cccc(Cl)c2)CC1	9	-14	.	.	.	.	96	.	-9	.
37	COc1cc(/C=N\NC(=O)c2ccc(Cn3nc([N+](=O)[O-])c(Cl)c3C)o2)ccc1O	2	-4	12	1.1	0	2	113	0.9	-2	1
38	Cc1cc(C)nc(N=Nc2c(O)n(Cc3ccc(Cl)cc3)c3ccccc23)n1	4	10	21	0.57	-5	9	97	0.8	-4	1
39	CC1=NN(c2nc(C)cc(C)n2)C(=O)C1CCC(C)C (stereo unspecified)	-17	-4	10	1.1	-2	3	105	0.9	17	1
40	COC(=O)C(Cc1ccc(O)cc1)NC(=O)C12CC3CC(CC(C3)C1)C2 (stereo unspecified)	11	-3	0	1.5	-4	10	101	1	-11	1
41	CCN(CC)C(=O)CSC1c2ccccc2C(=O)N1c1ccccc1 (stereo unspecified)	12	14	-6	1.1	1	3	103	1.1	-12	1
42	S=c1[nH]nc(COc2ccccc2)n1/N=C/c1ccncc1	0	8	44	1.2	-2	2	112	0.6	0	1
43	COc1ccc(/C=N/NC(=O)c2cc(-c3ccc4c(c3)OCO4)n[nH]2)cc1OC	-5	-3	-17	0.47	-1	20	115	1.2	5	1
44	CC(=O)C1=C(O)C(=O)N(Cc2cccnc2)C1c1ccc(Cl)cc1Cl (stereo unspecified)	3	-1	-6	1.2	-4	5	101	1.1	-3	1
45	COc1ccc(S(=O)(=O)Nc2ccc3c(c2)OCO3)cc1	15	-2	11	1.1	2	3	93	0.9	-15	1
46	CC(/C=C/c1ccc2c(c1)OCO2)=N/NC(=O)CNc1ccc(C)cc1	5	-7	.	.	.	.	105	.	-5	.
47	O=C(c1ccccc1)n1ccn(-c2ccccc2)c1=S	-19	2	12	1.1	-6	-1	93	0.9	19	1.1
48	CCOC(=O)c1c(/N=C/N(C)C)sc(/C=N/Nc2ccccc2)c1-c1ccccc1Cl	-6	-4	27	0.77	0	-26	88	0.7	6	1
49	O=C(Cc1noc2ccccc12)NNC(=S)Nc1ccc(Cl)cc1	16	-7	20	1.1	-6	0	94	0.8	-16	1.1
50	COc1ccc(C2Nc3ccccc3C(=O)N2Cc2ccco2)cc1COc1ccc([N+](=O)[O-])cc1 (stereo unspecified)	-4	0	26	0.86	0	10	96	0.7	4	1

Rewritten with two lines to a compound: 10 of the compounds above
The line under a structure holds: APP 5'UTR act	TLR4 MyD88 comp	Diaphorase inh	NF-kB expr up	FLuc inhib CS	G6PDH CS	STAT1 activator	Diaphorase act	APP transl inh	FLuc act counter
1	COc1ccc(C(=O)Nc2ncc3c(n2)-c2ccccc2CC3)cc1
  .	9	10	0.94	0	4	102	0.9	.	1
2	Cc1cc(C(=O)OCC(=O)Nc2ccc(F)cc2F)c(C)o1
  7	3	12	1.2	-3	3	97	0.9	-8	1
3	CN(C)CCCN1C(=O)c2oc3ccc(Cl)cc3c(=O)c2C1c1cccnc1 (stereo unspecified)
  4	-22	6	1.1	-2	4	104	0.9	-4	1
4	O=C(c1ccc2c(c1)N(Cc1ccc(F)cc1)C(=O)CS2)N1CCOCC1
  13	-10	-3	1.1	-6	9	95	1	-13	1.1
5	CCOC(=O)NN1C(=O)c2ccccc2NC1(C)C
  -14	8	11	2.2	-5	-1	90	0.9	14	1.1
6	Cc1ncc(S(=O)(=O)c2ccccc2)c(-c2ccccc2Cl)n1
  16	6	0	1.1	0	6	101	1	-16	1
7	CCOc1ccc(/C(O)=C2/C(=O)C(=O)N(CCOCCO)C2c2ccccc2)cc1 (stereo unspecified)
  28	-6	18	1.1	0	1	97	0.8	-28	1
8	CCOc1ccc(Cn2nnc(C(=O)NCc3ccc(OC)cc3)c2N)cc1
  9	1	6	0.98	-5	-20	106	0.9	-9	1
9	O=C1CCN(N=Nc2cccc(Cl)c2)N1
  9	1	2	1	-7	0	101	1	-9	1.1
10	Cn1ncc([N+](=O)[O-])c1C(=O)N/N=C/c1cccc([N+](=O)[O-])c1
  -4	8	-6	0.96	0	15	105	1.1	4	1

Single records (already shown):
Shown for `CC(/C=C/c1ccc2c(c1)OCO2)=N/NC(=O)CNc1ccc(C)cc1` : APP 5'UTR act = 5; TLR4 MyD88 comp = -7; Diaphorase inh = .; NF-kB expr up = .; FLuc inhib CS = .; G6PDH CS = .; STAT1 activator = 105; Diaphorase act = .; APP transl inh = -5; FLuc act counter = .
Shown for `S=c1[nH]nc(COc2ccccc2)n1/N=C/c1ccncc1` : APP 5'UTR act = 0; TLR4 MyD88 comp = 8; Diaphorase inh = 44; NF-kB expr up = 1.2; FLuc inhib CS = -2; G6PDH CS = 2; STAT1 activator = 112; Diaphorase act = 0.6; APP transl inh = 0; FLuc act counter = 1

Further records:
nr	Structure	APP 5'UTR act	TLR4 MyD88 comp	Diaphorase inh	NF-kB expr up	FLuc inhib CS	G6PDH CS	STAT1 activator	Diaphorase act	APP transl inh	FLuc act counter
51	COc1ccc(CNC(=S)NC(C)CCc2ccccc2)cc1 (stereo unspecified)	-12	-9	16	1.1	-6	0	98	0.8	12	1.1
52	Cc1ccc(Oc2coc3cc(OC(=O)c4cccs4)ccc3c2=O)cc1	16	8	19	1.5	-5	2	102	0.8	-16	1.1
53	CCc1cc(CNC(=O)CCc2nnc(CCCc3ccccc3)o2)on1	70	-6	2	3.4*	0	-6	158*	1	-70	1
54	CCn1c(=O)n(CC)c2cc(S(=O)(=O)N3CCOCC3)ccc21	0	5	16	1.1	-10	4	102	0.8	0	1.1
